# Salmonella PhoP GFP: Inhibition of PhoP regulon, Salmonella typhi GFP reporter cells, confirmation, 4 h (AID 1850) | inhibition, % at 50 µM, or IC50 in µM where a hit was titrated | Salmonella Typhi PhoP-promoter GFP reporter, fluorescence, 4 h; higher % means a stronger effect | hit rate 0.33% among 310,000; in the data active = a potency from the dose series; inconclusive = inhibition mostly from about 25% at the one dose, without a potency; inactive = the rest, 99 in 100 with inhibition below about 19%;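 also: 0% = induced wells with vehicle and 100% = uninduced wells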
# tuberculosis growth: growth inhibition of non-replicating M. tuberculosis (AID 488890); Mycobacterium tuberculosis non-replicating, growth inhibition; higher % means a stronger effect; inhibition, % at 25 µM; hits with a dose series show IC50 in µM; hit rate 0.39% among 320,000; in the data active = a potency from the dose series; inconclusive = inhibition mostly from about 82% at the one dose, without a potency; inactive = the rest, 99 in 100 with inhibition below about 76%;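 also: plate controls were DMSO cells for no effect and high antibiotic wells for full effect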
# M. tuberculosis HTS: M. tuberculosis growth inhibition, HTS (AID 449762); M. tuberculosis H37Rv growth inhibition, 7H9 media; higher % means a stronger effect; one-dose inhibition, % at 25 µM; IC50 in µM for titrated hits; hit rate 0.59% among 330,000; in the data active = a potency from the dose series; inconclusive = inhibition above about 70% without an active follow-up result;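 also: bacterial growth assessed after seven days of incubation; strong numbers were not always called active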
# influenza NS1A: NS1A inhibition, H1N1 influenza, cell based functional assay (AID 504329) | NS1A functional cell-based assay, percent inhibition; higher % means a stronger effect | inhibition, % at 12.5 µM, or IC50 in µM where a hit was titrated | hit rate 0.3% among 340,000; in the data active = a potency from the dose series; inconclusive = inhibition above about 27% without an active follow-up result; also: strong numbers were not always called active
# VEEV TC-83 Vero: inhibitors of VEEV TC-83 cytopathic effect, confirmation, Vero cells (AID 588727); Vero cells, VEEV TC-83 cytopathic effect inhibition; higher % means a stronger effect; inhibition, % at 20 µM, or IC50 in µM where a hit was titrated; hit rate 0.13% among 350,000; in the data active = a potency from the dose series; inconclusive = inhibition mostly from about 14% at the one dose, without a potency; inactive = the rest, 99 in 100 with inhibition below about 12%; also: strong numbers were not always called active
# VEEV TC-83 Vero 10K pilot screen: recorded beside VEEV TC-83 Vero, whose call it bears; inhibition, %; measured here: 10K pilot screen inhibition
# Starred values were filed as active, the others as inactive; i = inactive; ? = inconclusive; · = not tested or not shown.
SMILES,Salmonella PhoP GFP,tuberculosis growth,M. tuberculosis HTS,influenza NS1A,VEEV TC-83 Vero,others
Fc1cccc2sc(Nc3nc4cc5c(cc4s3)OCO5)nc12,-7%,43%,91%,-1%,10%,
CCOc1ccc(S(=O)(=O)NC2CCCC2)cc1C,-3%,15%,-2%,1%,0.7%,
COc1ccc(NC(=O)CCCC(=O)OCC(=O)c2cccc(OC)c2)cc1,-6%,-8%,11%,10%,1.3%,
CC(C)c1cc(C(=O)N2CCCC(C(=O)c3ccc4ccccc4c3)C2)on1 (centres undefined),6%,22%,-3%,0%,3.9%,
CC(C)Oc1cccc(C(=O)Nc2ncn[nH]2)c1,-2%,3%,4%,25%,1.0%,
O=C(O)c1ccc(-n2c(O)c(C=C3N=c4ccccc4=N3)sc2=S)cc1,7%,74%,4%,8%,3.0%,
COc1ccccc1N(C)S(=O)(=O)c1ccc(Cl)c(C(=O)NC2=NCCS2)c1,-3%,10%,-4%,-1%,0.4%,
O=C(Cc1ccc(Cl)cc1)c1ccc(O)cc1,0%,63%,40%,0%,0.9%,
O=C(c1ccc(Cl)c(S(=O)(=O)N2CCOCC2)c1)N1CCN(Cc2ccccc2)CC1,0%,-1%,-7%,-3%,0.7%,
O=C(Nc1cccc(C(=O)Nc2ccc(F)cc2F)c1)c1ccccc1,-7%,21%,2%,3%,0.2%,
COc1cc(CCC(=O)Nc2nnc(-c3cccnc3)s2)cc(OC)c1OC,3%,3%,2%,4%,9.4%,
CC1CCc2c(C(=O)NCc3cccnc3)csc2C1 (centres undefined),-10%,-9%,2%,-14%,0.5%,
CCOC(=O)c1c(-c2ccc(C)cc2)csc1/N=C/N(C)C,-4%,20%,-1%,-1%,4.6%,
COC(=O)[C@@H](NC(=O)Nc1ccc(S(N)(=O)=O)cc1)C(C)C,6%,-7%,-6%,-4%,0.2%,
CC(C)Cc1nnc(NC(=O)C2CSC3(C)CCC(=O)N23)s1 (centres undefined),-2%,-8%,-2%,-9%,1.2%,
CC(C)CC1(C(=O)NCc2cc(F)cc(C(F)(F)F)c2)C=CCN1C(=O)c1ccccc1 (centres undefined),0%,-8%,-11%,9%,i,VEEV TC-83 Vero 10K pilot screen=0.0
CCc1nc2ccccc2c(=O)n1NCCc1ccccc1,-4%,7%,4%,-2%,1.0%,
COc1ccc2oc(C(=O)NCCC(C)C)c(C)c2c1,-1%,42%,0%,-8%,i,
Cc1cc(-n2c(C)cc(C(=O)CN3C(=O)NC4(CCCCC4)C3=O)c2C)no1,0%,30%,-17%,8%,0.2%,
C=CCNC(=S)NNC(=O)C(CCC(C)C)CC(C)(C)O (centres undefined),-3%,-22%,2%,2%,1.4%,
Cc1ccc(CSc2nnc(CS(=O)Cc3ccc(Cl)cc3Cl)n2C)cc1 (centres undefined),-4%,-2%,8%,-6%,i,
O=C(N[C@@H](Cc1ccccc1)C(=O)OCc1ccccc1)c1nc[nH]c1C(=O)NC1CCNCC1,-1%,16%,5%,15%,i,VEEV TC-83 Vero 10K pilot screen=0.7
Brc1ccc(-c2csc(/N=C/N3CCOCC3)n2)cc1,-24%,11%,6%,-10%,1.9%,
O=C(Nc1cccnc1Cl)c1cc(-c2ccccc2O)on1,-1%,19%,14%,4%,1.7%,
Cc1nnc(C)n1/N=C/c1cc2ccccc2nc1Cl,0%,-4%,-7%,9%,0.4%,
# Carrying on:
SMILES,Salmonella PhoP GFP,tuberculosis growth,M. tuberculosis HTS,influenza NS1A,VEEV TC-83 Vero,others
C#CCOCCOCCOCCNc1nc(N2CCN(C(=O)CCCCCCCCCCNC(=O)[C@H](CCCCN)n3cc(C[C@@H](C)CC)nn3)CC2)nc(N2CCN(C(=O)CCCCCCCCCCNC(=O)[C@H](CCCN=C(N)N)n3cc(C[C@@H](C)CC)nn3)CC2)n1,33µM*,73%,?,29%,i,
CCCCC1=CC2=C(c3ccco3)C(=O)C(C)(OC(=O)c3ccc(OC)cc3)C(=O)C2=CN1Cc1ccco1 (centres undefined),-15%,30%,2%,10%,3.1%,
COc1ccc(NS(=O)(=O)c2cc(NC(=O)/C=C/c3cc(OC)ccc3OC)ccc2N2CCCCC2)cc1,-8%,-2%,-6%,-6%,1.9%,
CC1(C)CNC(=O)c2sc(NC(=O)CN3CCOCC3)nc2C1,5%,-2%,-3%,-5%,5.3%,
Cc1nc(CS(=O)(=O)c2ccc(Cl)cc2)sc1C(=O)O,-2%,-3%,4%,-1%,1.1%,
CN1CCN(NC(=O)Nc2cccc(F)c2)CC1,-7%,-4%,3%,29%,i,
COc1cc2c(OC(C)=O)c3c(c(-c4ccc5c(c4)OCO5)c2cc1OC)C(=O)OC3,6%,18%,6%,0%,?,
COc1ccc(/C=C2\C(=O)NC(=O)c3ccccc32)cc1OC,·,·,·,3%,1.1%,
O=C(Nc1ccccc1)NC1CS(=O)(=O)CC1O (centres undefined),-15%,-6%,-18%,-2%,1.5%,
CCOC(=O)C1(Cc2ccccc2C)CCCN(Cc2cn(C)nc2C)C1 (centres undefined),1%,11%,-2%,-3%,1.7%,
COCCCNCCCOc1ccc(Cl)cc1Br,5%,27%,-7%,5%,0.1%,
COc1ccc(C)cc1NC(=O)CN1C(=O)c2ccccc2S1(=O)=O,10%,4%,-2%,-5%,0.2%,
COC(=O)[C@H]1C2CCC(C(=O)OC)(CC2)[C@H]1C(=O)OC,5%,2%,-6%,1%,1.1%,
O=C1CC(N2CCN(S(=O)(=O)c3ccccc3)CC2)C(=O)N1c1ccccc1 (centres undefined),-1%,6%,-5%,-9%,i,
Cc1ccc([N+](=O)[O-])c(C(=O)N/N=C/c2cccnc2)c1,0%,28%,5%,0%,2.6%,
O=C(O)Cc1ccc(Nc2cnn(C34CC5CC(CC(CC(=O)O)(C5)C3)C4)c(=O)c2Cl)cc1,-13%,-14%,1%,-3%,6.9%,
CN(C)C(=O)c1cc(F)ccc1Sc1cc(Cl)ccc1Cl,1%,1%,4%,-15%,4.7%,
COc1ccc(OC)c(/C=C/C(=O)OCC(=O)N2CCN(S(=O)(=O)c3ccc(C)cc3C)CC2)c1,·,·,·,-6%,9.8%,
O=C(NCc1ccco1)c1cc(-c2ccccc2)on1,-5%,56%,-4%,-5%,0.2%,
CCOc1ccc(CNC(=O)c2ccco2)cc1,7%,71%,0%,-10%,1.7%,
Cc1ccc(C2C(=O)N(C3CCC(C)CC3)CC(=O)N2C2CCCC2)cc1 (centres undefined),7%,1%,3%,4%,1.5%,
CCC(=Nc1ccc(OC)cc1OC)c1c(O)[nH]c(=O)[nH]c1=O,-4%,31%,24%,8%,0.9%,
CC1(C(=O)O)C=CCN1C(=O)c1ccccc1 (centres undefined),-7%,-11%,-2%,8%,i,
C[C@H](NC(=O)N1CCn2c1nc1ccccc12)C(=O)NCc1ccco1,-8%,10%,-5%,1%,i,
CCOCCCNC(=O)Cn1nc(-c2ccccc2)ccc1=O,·,·,-4%,-6%,0.8%,
# New compounds follow.
SMILES,Salmonella PhoP GFP,tuberculosis growth,M. tuberculosis HTS,influenza NS1A,VEEV TC-83 Vero,others
CCOc1ccc(CCNC(=O)C2=C(C)C(=O)OC23CCC(C)CC3)cc1OCC (centres undefined),-8%,34%,2%,-19%,0.3%,
CC(C(=O)O)n1cc(Cl)cn1 (centres undefined),-27%,9%,0%,·,1.0%,
O=S(=O)(c1ccc(N2CCCC2)nc1)N1CCCC1,-4%,-18%,-1%,1%,0.7%,
CCN1C(=O)[C@H]2[C@H]3CN=C(SC)N3[C@@](Cc3ccccc3)(C(=O)OC)[C@H]2C1=O,·,·,·,8%,0.6%,
CC1(C)OC(=O)N(NCc2ccccc2)C1(C)O (centres undefined),-1%,-10%,-1%,19%,1.2%,
CCn1cc(/C=C(\NC(=O)c2ccc(C)cc2)C(=O)NCCCN2CCOCC2)c2ccccc21,·,·,·,3%,2.0%,
O=C(COC(=O)COc1cccc(C(F)(F)F)c1)NC(=O)NC1CCCCC1,-3%,5%,-2%,6%,0.4%,
Clc1cccc(Cl)c1CSc1nnc(-c2ccncc2)s1,10%,80%,-6%,-21%,0.5%,
CS(=O)(=O)N(CC(=O)N1CCCCCC1)c1cccc(Cl)c1Cl,-7%,2%,4%,0%,i,
COc1ccc(CNC(=O)c2cc(-c3ccncc3)nc3c(C)cc(C)cc23)cc1OC,-7%,15%,11%,11%,9.4%,
Cc1cccc(NS(=O)(=O)c2cccc(C(=O)N3CCN(c4ccccn4)CC3)c2)c1,-1%,12%,?,-9%,6.8%,
O=C(CNC(=O)c1ccc(-c2ccccc2)cc1)OCc1c(F)cccc1Cl,-3%,?,?,2%,0.2%,
CC(=O)NC(=S)Nc1ccccc1N1CCCCC1,-7%,16%,11%,2%,0.0%,
CCCOc1ccc(NC(=O)C(=O)NCCCn2ccnc2)cc1,-7%,-7%,2%,-6%,i,
O=C(CSc1nnc(CNC(=O)c2ccc(F)cc2)o1)Nc1ccc2c(c1)OCCO2,-3%,11%,-4%,-5%,2.0%,
Cc1cccc(CCN2C(N(C)C)=NC[C@@H]2Cc2ccccc2)c1,·,13%,1%,10%,i,
Cn1ncc2c(NCCO)nc(Cl)nc21,·,·,·,-30%,i,
COc1ccc(C)cc1NC(=O)CN(C)S(=O)(=O)c1ccc2c(c1)CCCN2C(C)=O,0%,5%,5%,-1%,i,

# Structures from the list above that have fluorine:
SMILES,Salmonella PhoP GFP,tuberculosis growth,M. tuberculosis HTS,influenza NS1A,VEEV TC-83 Vero,others
Fc1cccc2sc(Nc3nc4cc5c(cc4s3)OCO5)nc12,-7%,43%,91%,-1%,10%,
O=C(Nc1cccc(C(=O)Nc2ccc(F)cc2F)c1)c1ccccc1,-7%,21%,2%,3%,0.2%,
CC(C)CC1(C(=O)NCc2cc(F)cc(C(F)(F)F)c2)C=CCN1C(=O)c1ccccc1 (centres undefined),0%,-8%,-11%,9%,i,VEEV TC-83 Vero 10K pilot screen=0.0
CN1CCN(NC(=O)Nc2cccc(F)c2)CC1,-7%,-4%,3%,29%,i,
CN(C)C(=O)c1cc(F)ccc1Sc1cc(Cl)ccc1Cl,1%,1%,4%,-15%,4.7%,
O=C(COC(=O)COc1cccc(C(F)(F)F)c1)NC(=O)NC1CCCCC1,-3%,5%,-2%,6%,0.4%,
O=C(CNC(=O)c1ccc(-c2ccccc2)cc1)OCc1c(F)cccc1Cl,-3%,?,?,2%,0.2%,
O=C(CSc1nnc(CNC(=O)c2ccc(F)cc2)o1)Nc1ccc2c(c1)OCCO2,-3%,11%,-4%,-5%,2.0%,

# Four structures out of the list, arranged by length of the SMILES, rising.
SMILES,Salmonella PhoP GFP,tuberculosis growth,M. tuberculosis HTS,influenza NS1A,VEEV TC-83 Vero,others
Cn1ncc2c(NCCO)nc(Cl)nc21,·,·,·,-30%,i,
CS(=O)(=O)N(CC(=O)N1CCCCCC1)c1cccc(Cl)c1Cl,-7%,2%,4%,0%,i,
O=C(CNC(=O)c1ccc(-c2ccccc2)cc1)OCc1c(F)cccc1Cl,-3%,?,?,2%,0.2%,
O=C(COC(=O)COc1cccc(C(F)(F)F)c1)NC(=O)NC1CCCCC1,-3%,5%,-2%,6%,0.4%,
